High-throughput results from PubChem.
SENP7 inh: inhibitors of human SENP7 protease | Q9BQF6 | recombinant SENP7, Z-RLRGG-aminoluciferin luminescence, 40 min | inhibition, % at 5 µM | actives 1.5% (n = 330,000) | AID 434973;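 active means inhibition above about 50% at the single test dose, limit read from the data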;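 further: plate controls were DMSO with enzyme for no effect and no enzyme buffer wells for full effect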
UBC13 inh: blocks human UBC13 polyubiquitin chain formation; P61088; TR-FRET; inhibition, % at 20 µM; actives 0.47% (n = 330,000); AID 485273; in the data active means inhibition above about 45%, passing the limit was not always enough
Target sequence (P61088 whole entry, looked up): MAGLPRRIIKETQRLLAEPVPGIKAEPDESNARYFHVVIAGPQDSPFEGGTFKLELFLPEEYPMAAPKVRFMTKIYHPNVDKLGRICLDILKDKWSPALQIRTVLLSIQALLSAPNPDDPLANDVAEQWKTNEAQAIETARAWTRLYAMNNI
SENP8 block-1: blocks the human protease SENP8. inhibition, % at 10 µM. Q96LD8. actives 1.2% (n = 330,000). AID 2540. purified SENP8, Z-RLRGG-aminoluciferin cleavage, luminescence; in the data active means inhibition above about 50%
APOBEC3G inh: APOBEC3G (human) deaminase inhibition. Q9HC16. recombinant A3G, ssDNA deamination FAM/TAMRA fluorescence. inhibition, % at 20 µM. actives 0.28% (n = 330,000). AID 493012;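 active means inhibition of at least 40% at 20 µM, with no more than 30% in the related APOBEC3A deaminase screen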;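 further: plate controls were DMSO wells with A3G for no effect and wells lacking A3G enzyme for full effect; some compounds called inactive have numbers as strong as hits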
Target sequence (Q9HC16 whole entry, looked up): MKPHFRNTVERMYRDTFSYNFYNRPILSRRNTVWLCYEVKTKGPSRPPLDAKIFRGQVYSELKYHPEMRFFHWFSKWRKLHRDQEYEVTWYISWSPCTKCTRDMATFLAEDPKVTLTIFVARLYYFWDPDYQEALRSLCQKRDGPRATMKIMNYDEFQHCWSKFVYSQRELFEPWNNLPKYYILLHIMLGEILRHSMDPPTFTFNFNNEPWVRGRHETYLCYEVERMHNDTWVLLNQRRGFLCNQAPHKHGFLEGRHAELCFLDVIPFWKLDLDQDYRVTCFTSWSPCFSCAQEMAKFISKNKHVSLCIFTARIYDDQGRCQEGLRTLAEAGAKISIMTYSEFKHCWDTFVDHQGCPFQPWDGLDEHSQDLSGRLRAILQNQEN
SENP6 inh: blocks the human protease SENP6 | Q9GZR1 | Recombinant SENP6 catalytic domain, aminoluciferin luminescence | inhibition, % at 10 µM | actives 1.8% (n = 330,000) | AID 2599;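 active means inhibition above about 50% at the single tested dose, limit read from the data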;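 further: plate controls were DMSO wells with enzyme for no effect and DMSO wells lacking enzyme for full effect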
Target sequence (Q9GZR1 628-1112 limits assumed): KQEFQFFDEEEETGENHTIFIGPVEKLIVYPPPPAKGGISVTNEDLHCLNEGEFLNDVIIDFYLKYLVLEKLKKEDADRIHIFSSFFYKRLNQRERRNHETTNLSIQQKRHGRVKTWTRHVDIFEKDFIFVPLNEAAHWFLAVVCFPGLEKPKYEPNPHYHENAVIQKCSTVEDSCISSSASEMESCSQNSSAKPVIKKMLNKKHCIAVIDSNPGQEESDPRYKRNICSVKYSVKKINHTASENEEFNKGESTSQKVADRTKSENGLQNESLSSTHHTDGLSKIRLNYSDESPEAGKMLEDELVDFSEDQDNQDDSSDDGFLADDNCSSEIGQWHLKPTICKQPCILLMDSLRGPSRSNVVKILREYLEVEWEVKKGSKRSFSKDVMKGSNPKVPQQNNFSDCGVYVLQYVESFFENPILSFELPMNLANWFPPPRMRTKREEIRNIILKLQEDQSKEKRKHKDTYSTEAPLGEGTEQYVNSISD
Apaf-1 inh: blocks human Apaf-1 apoptosome activity | reconstituted apoptosome caspase-3 activity, DEVD-Rh110 fluorescence | inhibition, % at 20 µM | actives 0.71% (n = 330,000) | AID 489030; active means inhibition of at least 40% at 20 µM;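 further: plate controls were DMSO wells for no effect and DEVD-CHO caspase inhibitor wells for full effect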
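Assay system – apoptosome proteins · Medium – Hepes buffer, pH 7.5 · Also added – cytochrome c with DEVD-Rh110 · Timing – 30 min compound preincubation, 50 min activation, room temperature · Detection – Rh110 fluorescence, excitation 480 nm, emission 540 nm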
SENP8 block-2: blocks human SENP8 cleavage of Nedd8 substrate; Q96LD8; recombinant SENP8, Nedd8 substrate fluorescence; inhibition, % at 20 µM; actives 0.64% (n = 360,000); AID 602440; in the data active means inhibition mostly above about 40%, no sharp cut-off; inactive means mostly below about 27%
SENP1 FRET inh: blocks the human SENP1 SUMO protease catalytic domain; actives 0.21% (n = 360,000); inhibition, % at 10 µM; recombinant SENP1 catalytic domain, CyPet-SUMO1-YPet FRET cleavage; AID 624204; Q9P0U3;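 active means inhibition at least 30% at 10 µM, raw YFP signal under a set limit, fluorescence ratio 0.5 to 1.5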;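 further: 0% = enzyme with DMSO and 100% = no enzyme wells; some results filed as inactive read as strong as hits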
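Material – human SENP1 catalytic domain · Input – SENP1 enzyme, 20 pM final · Compound dosing – single concentration of 10 µM compound, 0.5% DMSO final · Timing – enzyme reaction for 50 min at room temperature, dark · Measured by – FRET fluorescence in CFP and YFP emission channels · Control set – no-enzyme wells low, DMSO-plus-enzyme wells high control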
An asterisk follows results filed as active; i = inactive; . = not tested or not shown.

Fields: SENP8 block-1	APOBEC3G inh	SENP8 block-2	SENP1 FRET inh	UBC13 inh	SENP6 inh	Apaf-1 inh	SENP7 inh
- Cc1nn2c(=O)cc(CSc3ccccc3NC(=O)c3ccccc3)nc2s1
    5	2	7	0	0	1	-1	-1
- Cc1ccc(C(=O)Nc2nc(C)c(C(=O)N(C)C)s2)o1
    -9	-10	-12	1	-1	-9	-1	-4
- c1nc(N2CCC3(CC2)OCCO3)c2[nH]cnc2n1
    -5	-4	10	0	13	-12	-7	-2
- CCNC(=S)NNC(=O)c1csc2c1CCC(C)C2 (stereo unspecified)
    0	3	30	1	-6	-1	5	9
- O=C1C=C(N2CCCCC2)C2(CCCCC2)O1
    12	-3	0	0	2	11	-5	-1
- COc1ccc(C(C)=O)cc1COc1ccc(-n2cnnn2)cc1
    -7	-6	18	1	-10	-12	-1	8
- CC1(C)CC(=O)C(Sc2nnc(-c3ccc(O)cc3)n2CC2CCCO2)C(=O)C1 (stereo unspecified)
    -2	-6	14	-1	1	-5	-12	2
- Cc1ccc(/C=N/N2CCN(Cc3ccccc3)CC2)cc1
    -1	-6	-4	1	2	2	1	-3
- COc1cccc(Oc2cncnc2-c2ccc(OC)cc2O)c1
    -1	-7	28	-1	-10	-1	25	3
- COc1cc(OC)c(N(C)S(=O)(=O)c2cccc(C(=O)OCC(=O)N3CCOCC3)c2)cc1Cl
    -6	-4	1	3	4	3	1	4
- Cc1ccc2[nH]c(=O)c(CC=C(Cl)Cl)c(C)c2c1
    2	-6	-43	0	10	4	-11	2
- Cn1nc([N+](=O)[O-])c(C(C#N)c2nc3ccccc3n2C)c(Cl)c1=O (stereo unspecified)
    -6	-4	-166	-22	-52	-20	19	-9
- COc1ccc(C(=O)NCc2cccs2)cc1S(=O)(=O)N1CCOCC1
    -2	-1	2	0	2	-9	5	0
- CCC1CCCCN1C(=O)NC(=O)c1ccccc1 (stereo unspecified)
    0	3	-1	3	2	-11	8	1
- COc1ccccc1N1CCN(C(=O)C(OC(C)=O)c2ccccc2)CC1 (stereo unspecified)
    -6	-3	16	0	7	-20	-2	-5
- CCOC(=O)Cn1ccc(NC(=O)c2ccc3c(c2)OCO3)n1
    1	-7	6	1	3	-16	-3	9
- O=C(Nc1ccc(N2CCCC2)c(Cl)c1)c1ccccc1[N+](=O)[O-]
    -16	-3	2	0	2	-11	3	-14
- CCOc1ccc(Cl)cc1S(=O)(=O)NC1CCCC1
    -12	-4	2	1	-2	-15	14	-13
- CCC1CN(C(=O)N2CCC(C(=O)NCc3cccc(OC)c3OC)CC2)c2cc(C)ccc2O1 (stereo unspecified)
    -1	1	8	0	-2	3	8	-11
- O=S(=O)(c1ccccc1)c1ccc(N2CCCCCC2)cc1
    -3	-4	-281	1	11	-5	17	2
- CC(=O)c1ccc(CCCCCCCCCC(=O)O)s1
    -14	-6	24	1	3	-10	4	4
- Cc1ccc(/C=N/N2CCN(c3ccncc3S(=O)(=O)N3CCCCC3)CC2)cc1
    3	-11	20	3	8	-10	17	-3
- CN(C)C(=O)COC(=O)c1cc(Cl)cc(Cl)c1N
    6	-5	-264	1	11	-18	2	-2
- Cc1ccc(C2c3c(C)nn(-c4ccc([N+](=O)[O-])cc4)c3N=C3C(=O)Nc4ccccc4N32)cc1 (stereo unspecified)
    1	-1	.	.	-21	5	8	-1
- CC1(c2ccccc2)NC(=O)N(CC(=O)Nc2ccc(N3CCOCC3)cc2)C1=O (stereo unspecified)
    -6	-4	6	1	-10	-4	-5	-2
- CCC(=O)c1ccc(N2CCCCC2)c(F)c1
    -1	1	-2	-1	-1	-1	7	10
- O=C(NCC(O)CO)c1ccc2[nH]c3ccccc3c2c1 (stereo unspecified)
    -2	-10	-80	0	16	-13	-5	-7
- COc1ccccc1/C=C/C(=O)NNC(=O)c1cc(C)oc1C
    6	14	-115	0	-4	7	3	-9
- CCOc1cc(CNCCc2c[nH]c3ccccc23)cc(Cl)c1OCC(N)=O
    -7	-10	12	0	-4	-13	11	-1
- COC(=O)C1=C(C)N(Cc2ccccc2)C(=NCCCCO)N[C@H]1CCc1ccccc1
    8	4	-67	-31	38	-1	10	6
- COCCNC(=O)C(=O)NCC(c1ccc2c(c1)OCO2)N1CCN(c2ccc(F)cc2)CC1 (stereo unspecified)
    -13	-8	8	-1	-9	-22	7	-13
- COc1ccc(CCNC(=O)c2cccs2)cc1OC
    0	-6	12	4	4	16	-9	2
- COc1cc(OC)c(OC)cc1CNC1CCCCCC1
    3	-5	22	1	8	-2	-12	-8
- CCOc1cc(/C=N/NC(=O)C(=O)NCCCOC(C)C)cc(Br)c1O
    1	-6	-15	1	0	0	-173	-2
- Cc1ccc(C)c(N(CC(=O)NCc2ccco2)C(=O)CNS(=O)(=O)c2ccc(F)cc2)c1
    5	-8	8	0	0	6	0	11
- Cc1ccsc1/C=N/N1CCN(c2ccccn2)CC1
    -10	0	9	0	1	-13	-12	1
- CCC(c1nc2ccccc2c(=O)n1-c1cccnc1)N1C(=O)c2ccccc2C1=O (stereo unspecified)
    -2	-7	6	2	2	-13	-4	14
- Cc1ccc(S(=O)(=O)N/N=C/c2cccn2-c2ccc(Cl)cc2)cc1
    11	0	25	1	1	7	2	3
- CC(=O)Nc1ccc(OCC(=O)N2CCC(Cc3ccccc3)CC2)cc1
    4	-10	12	-2	21	4	-14	-4
- Cc1c(C(=O)N(C)C)c2cc(Cl)ccc2n1O
    -7	-8	-5	0	7	-2	-7	7
- CCN(CC)CCn1c2c(c(SCC(=O)Nc3nc4ccccc4s3)nc1=O)CCC2
    1	-8	20	-10	8	4	5	1
- Cn1c(=O)n(CC(=O)OCc2ccccc2)c(=O)c2c1nc1n2CCCN1C1CCCCC1
    -1	-2	10	-2	6	-6	10	-11
- CC(=O)c1cnc(Nc2ccccc2)s1
    1	-8	-364	-1	1	6	-2	1
- Cc1cnc(C(=O)NC(C)CCc2ccccc2)cn1 (stereo unspecified)
    -3	-15	13	0	10	-8	-5	7
- Cc1cc(C)n(-c2nc(-c3cccc(Cl)c3)cs2)n1
    -7	-3	11	1	-12	-12	24	-6
- C/C(=C\C(=O)c1ccc(Br)cc1)Nc1ccc(Cl)cc1
    -3	-7	16	0	7	0	-11	-1
- Cc1nc(C)c(C(=O)Nc2ncc([N+](=O)[O-])s2)o1
    95*	19	22	-32	6	98*	-1	89*
- Cn1cc(Br)c(C(=O)NC2CCCCCC2)n1
    -2	0	6	0	0	10	12	4
- CCC(c1nnc(SCC(=O)NCCc2ccc(OC)c(OC)c2)n1Cc1ccccc1)N(C)C (stereo unspecified)
    0	7	9	3	10	4	0	0
- CCOC(=O)C1CCCN(C(=O)CCCn2nnnc2CN2CCOCC2)C1 (stereo unspecified)
    -1	-5	11	-1	5	10	-9	-3
- O=C(COC(=O)COc1ccccc1F)Nc1ccc2c(c1)OCO2
    -15	-2	2	3	-11	4	6	-2
- c1cnc(SCCCOc2ccc3ccccc3c2)nc1
    -12	-2	13	-2	7	10	22	1
- CCc1[nH]nc(C(=O)N2CCCC(C(=O)c3cccc(C(F)(F)F)c3)C2)c1C (stereo unspecified)
    1	12	9	-1	-1	-10	6	5
- CCOc1ccccc1C1C(C#N)=C(N)N(N(C)C)C2=C1C(=O)CCC2 (stereo unspecified)
    2	-8	11	0	1	3	-3	2
- COc1ccc(-c2cc(C(F)(F)F)n3ncc(C(=O)NCC4CCCO4)c3n2)cc1OC (stereo unspecified)
    -1	-2	i	-6	2	10	-496	-2
- Cc1ccccc1/C=N/Nc1nc2ccccc2c(=O)n1O
    1	10	-42	-20	2	-16	-4	5
- Nc1nc2c(c(=O)[nH]1)CN(Cc1ccccc1)CC2
    0	-8	i	-29	2	7	-7	2
- S=C(Nc1ccccc1)Nc1ccc(Br)cn1
    -1	-7	10	-3	8	13	3	0
- Cc1c(NS(=O)(=O)c2ccc(NC3CCCC3)c([N+](=O)[O-])c2)c(=O)n(-c2ccccc2)n1C
    -4	0	26	1	-13	-2	7	10
- Cc1ccc2nc(-c3ccncc3)cc(C(=O)NCCc3ccc(F)cc3)c2c1
    -10	-4	-50	-3	-2	-2	13	-6

Structural class: the entries above containing a furan ring, fused or not
Fields: SENP8 block-1	APOBEC3G inh	SENP8 block-2	SENP1 FRET inh	UBC13 inh	SENP6 inh	Apaf-1 inh	SENP7 inh
- Cc1ccc(C(=O)Nc2nc(C)c(C(=O)N(C)C)s2)o1
    -9	-10	-12	1	-1	-9	-1	-4
- COc1ccccc1/C=C/C(=O)NNC(=O)c1cc(C)oc1C
    6	14	-115	0	-4	7	3	-9
- Cc1ccc(C)c(N(CC(=O)NCc2ccco2)C(=O)CNS(=O)(=O)c2ccc(F)cc2)c1
    5	-8	8	0	0	6	0	11

(more compounds)
Fields: SENP8 block-1	APOBEC3G inh	SENP8 block-2	SENP1 FRET inh	UBC13 inh	SENP6 inh	Apaf-1 inh	SENP7 inh
- CC(C)(C)c1nc2scc(-c3ccc(Br)cc3)c2c(=O)o1
    2	5	18	1	-2	8	11	-11
- Cn1nc(C(F)(F)F)c(-c2cccc(C(F)(F)F)c2)c1NC(=O)c1cccnc1
    -2	-1	26	1	8	-16	-12	3
- CCCCNC(=O)C(Cc1ccccc1)NS(=O)(=O)c1ccc2c(c1)c(=O)n(C)c(=O)n2C (stereo unspecified)
    4	-5	23	3	-8	-12	-1	-1
- Cn1c(Cn2c(=O)sc3ccccc32)nnc1SCc1ccccn1
    -13	-6	18	1	-3	-32	4	-6
- CN(CC(=O)Nc1ccc(Cl)c(S(=O)(=O)N2CCOCC2)c1)C(=O)c1ccc(C#N)cc1
    1	-4	-3	0	5	5	-3	7
- Cc1cccc(Nc2ncnc3c2cnn3C)c1
    -7	-3	5	0	-7	5	-8	-11
- COCC(C)n1c(C)cc(C(=O)CSc2nnnn2-c2ccc(O)cc2)c1C (stereo unspecified)
    2	-3	10	1	4	-2	15	7
- COc1ccccc1C1CC(=O)NC(C)=C1C(=O)OCC(C)C (stereo unspecified)
    3	-5	10	2	3	-1	9	2
- CCCCN(CC)CCNC(=O)c1cn(-c2ccc(Cl)cc2)c(=O)c2ccccc12
    6	-3	-8	2	-3	-12	-3	3
- COc1ccc2[nH]cc(C(=O)C(=O)N3CCCCC3)c2c1
    -6	-1	26	0	-2	-13	-1	-9
- O=[N+]([O-])c1nn(-c2ccc3c(c2)OCCO3)n(O)c1=NCc1ccc(F)cc1Cl
    11	-6	52*	62*	-8	50*	-4	65*
- CCOC(=O)c1ccc(Nc2cc(C)nc(-c3ccccc3)n2)cc1
    -13	-6	-172	0	11	-6	15	2
- Cc1cc(C)nc(SCC(=O)c2ccc(F)c(C)c2)n1
    16	-12	6	0	0	-22	-1	-6
- Cc1nn(Cc2cccc(F)c2)c(C)c1NC(=O)c1c(Cl)cnn1C
    -3	-6	27	0	1	-18	-2	-2
- CCC(CC)NC(=O)c1nn(Cc2ccccc2)c(=O)c2ccccc12
    -1	-9	3	-1	5	-3	18	-7
- CCN1CCN(C(C)C(=O)Nc2c(C)n(C)n(-c3ccccc3)c2=O)CC1 (stereo unspecified)
    2	-2	4	-3	0	2	-4	-3
- Cc1ccc(-n2ncc3c(=O)n(CC(=O)OCc4ccccc4)cnc32)cc1
    -4	-8	7	1	2	-6	-10	12
- CC(=O)OC[C@H]1O[C@@H](n2ccc(=O)[nH]c2=S)C(OC(C)=O)C1OC(C)=O (stereo partly specified)
    3	-1	20	1	5	2	1	-8
- CCn1c(CCCNC(=O)c2ccco2)nc2ccccc21
    0	-1	9	0	5	-4	3	3
- COc1cccc(CNCCc2c[nH]c3ccccc23)c1OCc1ccccc1
    -11	2	22	0	39	-1	2	5
